# From PubChem
# Myeloid diff 2: myeloid differentiation induction; ER-HoxA9 myeloid progenitors, lysozyme-GFP differentiation, flow cytometry; 1% of 360,000 active; calls only at 10 µM;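 active = normalized GFP-positive differentiation at or above the plate's own cutoff, the solvent-only control mean plus 3 SD; inconclusive = no clear call, values can overlap the other calls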;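 also: cells exposed to compound for four days before flow analysis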
# Myeloid diff 2 GFP+ MAC1+ %: further read-out of Myeloid diff 2, marked with its call; GFP+ MAC1+ double positive, %; measured here: differentiation confirmed by MAC1 staining
# Starred values were filed as active, the others as inactive; i = inactive; ? = inconclusive; . = no result given; + = active, no number.
# Start of the data: the first six entries (preview)
structure | Myeloid diff 2 | Myeloid diff 2 GFP+ MAC1+ %
NS(=O)(=O)c1ccc(CCNc2nn3c(-c4cccc(OC(F)(F)F)c4)cnc3s2)cc1 | ? | .
CC(=O)Nc1cccc(-c2ccnc3c2CC(C(=O)NCCC(F)(F)F)O3)c1 (centres undefined) | i | 0.3
COC(=O)c1ccc(COC(=O)CCNS(=O)(=O)c2ccc(C)c(C)c2)cc1 | i | 1.4
C[C@H]1CN([C@@H](C)CO)C(=O)CCCn2nncc2CO[C@H]1CN(C)C(=O)Nc1ccnc(N2CCOCC2)c1 | i | 0.8
Cn1nc(-c2ccccc2)cc1NC(=O)[C@@H]1O[C@H](CO)[C@H](O)[C@H](O)[C@H]1O | i | 0.3
Cc1ccccc1-c1csc(C(C)(O)c2cccnc2)n1 (centres undefined) | i | 1.8

# The whole of this part (from the top)
structure | Myeloid diff 2 | Myeloid diff 2 GFP+ MAC1+ %
NS(=O)(=O)c1ccc(CCNc2nn3c(-c4cccc(OC(F)(F)F)c4)cnc3s2)cc1 | ? | .
CC(=O)Nc1cccc(-c2ccnc3c2CC(C(=O)NCCC(F)(F)F)O3)c1 (centres undefined) | i | 0.3
COC(=O)c1ccc(COC(=O)CCNS(=O)(=O)c2ccc(C)c(C)c2)cc1 | i | 1.4
C[C@H]1CN([C@@H](C)CO)C(=O)CCCn2nncc2CO[C@H]1CN(C)C(=O)Nc1ccnc(N2CCOCC2)c1 | i | 0.8
Cn1nc(-c2ccccc2)cc1NC(=O)[C@@H]1O[C@H](CO)[C@H](O)[C@H](O)[C@H]1O | i | 0.3
Cc1ccccc1-c1csc(C(C)(O)c2cccnc2)n1 (centres undefined) | i | 1.8
COc1ccc(-c2csc(C(C)(O)c3cccnc3)n2)cn1 (centres undefined) | i | 1.3
CN(C)c1ccc(-c2ccnc3c2CC(C)(C(=O)NCCc2ccccc2)O3)cc1 (centres undefined) | i | 0.7
COCC(=O)N1C[C@@H](C)[C@@H](OC)CN(C)C(=O)c2ccc(NC(=O)c3cnccn3)cc2OC[C@H]1C | i | 3.1
C#CCOCCOCCOCCNc1nc(N2CCN(C(=O)[C@H](C)n3cc(CCC(=O)O)nn3)CC2)nc(N2CCN(C(=O)[C@H](Cc3ccc(O)cc3)n3cc(CCO)nn3)CC2)n1 | i | 0.8
CC1(Cc2ccccc2OC(F)(F)F)C(=O)Nc2ccc(-c3ccsc3)cc21 (centres undefined) | i | 0.8
CC(C)(C)OC(=O)n1cccc1/C=C1\c2ccccc2C(=O)N1c1ccccc1 | i | 0.7
Cc1cccc(C)c1NC(=O)C(c1ccccc1F)n1c(=O)c(-c2cc3ccccc3[nH]2)nc2ccccc21 (centres undefined) | i | 2.6
CCOC(=O)[C@]12CCCC=C1N(CCC1=CCCCC1)C(=O)[C@H](CC(=O)NCc1cccs1)C2 | i | 2.3
CC(C)(C)OC(=O)[C@H](Cc1ccccc1)NC(=O)c1[nH]cnc1C(=O)Nc1ccccc1F | i | 0.3
COc1ccc([C@H]2C[C@@H](n3cc(C4CC4)nn3)[C@H](O)CN2Cc2cccs2)cc1 | i | 0.1
Cn1cc(-c2ccc(C(=O)Nc3cccc(Oc4ccccc4)c3)c3occc23)cn1 | i | 0.6
COc1cc2c(cc1OC)[C@@H](NC(=O)C(C)C)[C@H](O)C2 | i | 0.6
Cc1cccc(NC(=O)c2ncn3c2C(=O)N[C@@H](C)C3)c1 | i | 0.4
COCCN1C(=O)COc2ccccc2C1C(=O)Nc1c(C)cccc1C (centres undefined) | i | 0.9
COc1c(NC(C)=O)c2c(c([N+](=O)[O-])c1OC)C(=O)OC2 | i | 0.6
COc1ccc2nc(C)cc(Nc3ccccc3OC)c2c1 | i | 0.2
CCN(CC(=O)Nc1ccc(OC)cc1)C(=O)c1ccc2c(c1)NC(=O)CS2 | i | 0.7
N#Cc1ccc(C(C(=O)Nc2ccc3c(c2)OCCO3)n2c(=O)c(-c3ccco3)nc3ccccc32)cc1 (centres undefined) | i | 4.7
COc1cc(OC)cc(C(=O)NNC(=O)CCNS(=O)(=O)c2ccc(C)c(C)c2)c1 | i | 1.4
CN(CCc1ccccc1)C(=O)c1cccc(NC(=O)Cc2cccc(NC(=O)C3CCCN(C(=O)C4CCCCC4)C3)c2)c1 (centres undefined) | i | 0.5
Cc1cc(C)c(C#N)c(SCC(=O)N(CCC#N)c2ccc3c(c2)OCCO3)n1 | i | 1.2
COc1cc2nn(-c3ccccc3N)nc2cc1OC | i | 0.4
O[C@H]1C[C@H](c2ccc(Cl)cc2)N(Cc2cccs2)C[C@@H]1n1cc(-c2ccc(F)cc2)nn1 | i | 0.7
CC1(C(=O)Nc2cnc3ccccc3c2)CCN1Cc1ccc2ccccc2c1 (centres undefined) | i | 0.3
Nc1nc(N)c2cc([N+](=O)[O-])ccc2n1 | i | 1.5
Cc1ccc(NC(=O)c2ccc3c(c2)CCN3S(C)(=O)=O)cc1 | i | 0.7
O=C(COC(=O)c1ccccc1)NCC1COc2ccccc2O1 (centres undefined) | i | 1.6
O=C(NN=Cc1cccc([N+](=O)[O-])c1)c1cccc2ccccc12 | i | 0.8
CC(=O)Nc1cc(=O)c2cccnc2[nH]1 | i | 2.0
O=C1OCCOC2CCCc3oc(-c4ccccc4)c1c32 (centres undefined) | i | 0.1
COc1ccc(S(=O)(=O)N(C)C[C@@H]2OCc3cnnn3CCCC(=O)N([C@@H](C)CO)C[C@@H]2C)cc1 | i | 0.8
CC(=O)c1ccc(-c2cccc(-c3cc(=O)oc4ccc(C(C)(C)C)cc34)c2)cc1 | i | 2.6
O=C(NCCO)/C(=C\c1cccc([N+](=O)[O-])c1)NC(=O)c1cccs1 | i | 1.4
COC1=NC2=NCCN2C(OC)=N1 | i | 0.7
O=S1(=O)CC(N2CCC(Cc3ccccc3)CC2)CN1C1CCCCC1 (centres undefined) | i | 0.6
O=C(Cn1sc2ccccc2c1=O)Nc1ccc(Cl)cc1 | i | 0.4
Cc1cnc(C(=O)OCC(=O)c2cc(C)n(CCc3ccc(F)cc3)c2C)cn1 | i | 1.2
Cc1ccccc1NC(=O)Cc1nc(COC(=O)c2ccc([N+](=O)[O-])cc2)cs1 | i | 0.7
CN(C)CCOC1(Cc2ccc(F)cc2)CCC(C(C)(C)C)CC1 (centres undefined) | i | 3.1
CSCC[C@H](CO)NC(=O)[C@H]1O[C@@H](n2cnc3c(N)ncnc32)[C@H](O)[C@@H]1O | i | 0.6
CS(=O)(=O)Nc1cccc(-c2cc(NC=O)c3ncc(-c4ccc(F)cc4)n3c2)c1 | i | 0.6
CCC(C)NC(=O)c1ccc(N2CC3CC(C2)c2cccc(=O)n2C3)c(NC(=O)c2c(F)cccc2F)c1 (centres undefined) | i | 0.8
O=C(NCc1cccs1)c1cccc2c(-c3cccnc3)coc12 | i | 0.6
COc1cccc(-c2cnc3c(NC=O)cc(-c4cccc(NC(C)=O)c4)cn23)c1 | i | 0.4
COc1ccc2[nH]c3c(c2c1)CCN1C(=O)C(CC(=O)NCCCN(C)C)C[C@H](C(=O)N2CCCCC2)[C@@]31CCc1ccccc1 (some centres undefined) | i | 1.9
c1cc(-c2ccc(CN3CCOCC3)cc2)n2ccnc2c1 | i | 0.6
CC(C)(C)S(=O)N1Cc2cc(=O)n(Cc3ccccc3)cc2[C@H]1CCO (some centres undefined) | i | 1.1
CC(O)(c1cccc(F)c1)c1nc(-c2cnc3ccccc3c2)cs1 (centres undefined) | i | 0.7
CC1(Cc2ccccc2OC(F)(F)F)C(=O)Nc2c(Cl)ccc(Cl)c21 (centres undefined) | i | 1.7
O=C1OCC/C1=C\NCCCN/C=C1\CCOC1=O | i | 0.3
NC(=O)c1[nH]cnc1N=NN(CCO)Cc1ccccc1 | i | 1.4
CS(=O)(=O)c1ccc(Nc2nc(C(N)CCc3ccccc3)cs2)cc1 (centres undefined) | i | 1.2
NC(=O)c1ccc(OCc2ccccc2)nc1 | i | 1.2
Cc1ccc(C2(SCC(N)C(=O)O)c3ccccc3-c3ccccc32)cc1 (centres undefined) | i | 1.7

# (list continues)
structure | Myeloid diff 2 | Myeloid diff 2 GFP+ MAC1+ %
Cc1ccc(Cc2c(-c3ccco3)nc3ccc(C)cn23)cc1 | i | 0.8
CN(C)c1ccc(CNC(=O)C2Cc3c(-c4cccc(C(N)=O)c4)ccnc3O2)cc1 (centres undefined) | i | 1.8
CN(C)C(=O)CCc1ccc2c3c([nH]c2c1)[C@]1(C)[C@@H](C(=O)N2CCCCC2)C[C@H](CC(=O)NCCC2=CCCCC2)C(=O)N1CC3 | ? | .
CC12CCC3c4ccc(O)c([N+](=O)[O-])c4CCC3C1CCC2=O (centres undefined) | i | 0.9
O=C(CCCN1C(=O)/C(=C\c2cccc(Br)c2)SC1=S)Nc1ccc(C(=O)O)cc1 | i | 0.8
Cc1nc2ccc(C(=O)N3c4ccccc4N=C(c4ccc(C(F)(F)F)cc4)C3C(=O)NC(C)(C)C)cc2[nH]1 (centres undefined) | i | 1.7
Fc1ccc(-c2ccc3nccn3c2)cc1Cl | i | 0.4
CCCCC(=O)N(C)c1c(C)nc2ccc(C(=O)N(CC)CCN(C)C)cn12 | i | 0.9
C=CCNc1ncnc2c1ncn2[C@H]1CN(Cc2ccc(F)cc2)C[C@@H](CO)O1 | i | 0.6
O=C(NCCO)c1cccc(-c2cnc3cccnn23)c1 | i | 0.8
Cc1cccc(C)c1-n1nnnc1C1(C)CCC(=O)N1CCCn1ccnc1 (centres undefined) | i | 1.7
O=C(CCCCC(=O)Sc1ccccc1)Sc1ccccc1 | i | 1.3
Cn1nc(C(C)(C)C)cc1C(=O)N1CCCCC1c1cc(C(=O)Nc2cccc3c2CCCC3)no1 (centres undefined) | i | 1.5
c1cc(-c2cc3c(o2)CCCC3OCCN2CCOCC2)cs1 (centres undefined) | i | 0.6
Cc1ccc(C(=O)Nc2c(-c3ccccc3)[nH][nH]c2=O)cc1 | i | 0.3
Cc1c(N)cc(S(=O)(=O)O)cc1NC(=O)c1cccc([N+](=O)[O-])c1 | i | 0.9
COc1cc(CN(C2CC2)S(=O)(=O)c2ccccc2Br)cc(OC)c1 | i | 0.9
CC(=O)Nc1ccc(C(=O)N2CCCCC2c2cc(C(=O)Nc3ccccc3)no2)cc1 (centres undefined) | i | 0.8
N#Cc1cccc(C(=O)C(=O)N2CCC(Cc3ccccc3)CC2)c1 | i | 1.9
COc1ccc(C(O)c2nc(-c3cnn(C)c3)cs2)cc1 (centres undefined) | i | 0.5
Cc1ccc(NC(=O)CSc2nnnn2C2CC2)cc1S(=O)(=O)N1CCOCC1 | i | 0.8
O=C(C[n+]1cccc(C(=O)Nc2ccccc2)c1)c1ccc(Cl)cc1 | i | 0.0
COc1ccc(S(=O)(=O)N2CCC3CC2c2cc(N4CCOCC4)ccc23)cc1 (centres undefined) | i | 0.3
Cc1ccc(OCCNC(=O)[C@H]2O[C@@H](n3ccc(N)nc3=O)[C@H](O)[C@@H]2O)cc1C | i | 0.0
Cc1cc(OCC(=O)OCC(=O)N(Cc2ccccc2)C(C)(C)C)ccc1Cl | i | 1.0
Cc1cccc(NC(=O)COC(=O)c2ccc(S(=O)(=O)N3CCCC3)cc2)c1 | i | 0.5
O=C1NC[C@H](Cc2ccccc2)N(C[C@@H]2CCCN2C[C@H](Cc2ccc(O)cc2)N2C[C@H](Cc3ccccc3)N(CCc3ccccc3)C(=O)C2=O)C1=O | i | 1.2
CCOC(=O)C1(C)CCCN(C(=O)c2ccc(OC)c(OC)c2)C1 (centres undefined) | i | 0.6
COC1CC(N)C2OC(c3ccccc3)OCC2O1 (centres undefined) | i | 0.7
Cn1c(SCC(=O)NCCC2=CCCCC2)nnc1C(F)(F)F | i | 1.7
COc1ccc(CNC(=O)c2sc(=O)n(Cc3ccc(S(=O)(=O)N(C)C)cc3)c2C)cc1 | i | 3.5
CN(C)C(CNC(=O)C1CCN(S(=O)(=O)c2cc(Cl)ccc2Cl)CC1)Cc1ccccc1 (centres undefined) | i | 0.1
CCCCCCN1C[C@H](n2cc(-c3ccc(F)cc3)nn2)[C@@H](O)C[C@@H]1c1ccccc1 | i | 0.2
COc1ccc(-c2csc(C(O)c3ccc(F)c(F)c3)n2)cn1 (centres undefined) | + | 8.3*
O=C1NC[C@@H](CCCCN2C[C@H](Cc3ccccc3)N(Cc3ccccc3)C(=O)C2=O)N(Cc2ccccc2)C1=O | i | 1.5
COc1cc2c(O)cc(C(=O)O)c(-c3cc(OC)c(OC)c(OC)c3)c2cc1OC | i | 1.2
Cc1cccc([C@H]2[C@@H]3C=CC[C@@H](C)[C@@H]3C(=O)N2Cc2ccccc2)c1 | i | 0.8
COC(=O)C1(C(=O)OC)C[C@H](c2ccc(OC)cc2)N(Cc2ccccc2OC)[C@@H]1c1ccccc1 | i | 1.8
C[C@H]1CN([C@@H](C)CO)C(=O)CCCn2cc(nn2)CO[C@@H]1CN(C)S(=O)(=O)c1ccc(Oc2ccccc2)cc1 | i | 0.5
CCCNC(=O)N1C[C@H](O)COC[C@@H]2O[C@@H](CC(=O)NCCCN3CCOCC3)CC[C@H]21 | i | 1.4

# In a second layout: entries from further up.
# Sequence of screens: Myeloid diff 2 | Myeloid diff 2 GFP+ MAC1+ %
- Cn1cc(-c2ccc(C(=O)Nc3cccc(Oc4ccccc4)c3)c3occc23)cn1
 : i | 0.6
- COc1cc2c(cc1OC)[C@@H](NC(=O)C(C)C)[C@H](O)C2
 : i | 0.6
- Cc1cccc(NC(=O)c2ncn3c2C(=O)N[C@@H](C)C3)c1
 : i | 0.4

# (more compounds)
structure | Myeloid diff 2 | Myeloid diff 2 GFP+ MAC1+ %
CCc1nc2ccc(C(=O)Nc3ccc(OC)c(OC)c3)cn2c1N(C)Cc1ccc(OC)cc1 | i | 0.5
CCOC(=O)N(C)C[C@H]1OCc2cnnn2CCCC(=O)N([C@@H](C)CO)C[C@@H]1C | i | 2.4
Cc1ccc([C@H]2C[C@@H](n3cc(C4CC4)nn3)[C@H](O)CN2C(=O)C2CCCCC2)cc1 | i | 0.7
O=C(Nc1ccc([N+](=O)[O-])cc1Cl)c1cccc([N+](=O)[O-])c1 | i | 1.0

# This is a subset. The share of hits here may be higher or lower than overall.
